Screening data as filed in PubChem.
HSF1 inhib = HSF1 inhibition; NIH3T3-HGL HSE-luciferase, MG132-induced, luminescence 8 h; active compounds read low; activity change, negative = inhibition, % at 7.5 µM (by protocol); 300,000 tested, 0.77% active; AID 2098;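 active = more than half of replicate wells show activity change below -50%, luminescence cut by over half; inconclusive = some wells, but at most half, below -50%; inactive = no replicate well below -50%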;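 note: luciferase reports HSF-1 transcriptional activity via heat shock element; 0% = median of DMSO wells and -100% = zero luminescence signal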
IEC-6 tox = IEC-6 cytotoxicity, counter-screen for KLF5 inhibitors; luminescence viability; inhibition, % at 5 µM; AID 1825; 290,000 tested, 0.78% active; in the data active = inhibition above about 22%;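 note: 0% = plate median of test compound wells and 100% = cytotoxic reference compound wells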
HIF activator = HIF pathway transcriptional activation | U2OS HRE-luciferase reporter, luminescence; normalized: DMSO 0%, desferrioxamine 100% | activation, % at 7.5 µM (by protocol) | 300,000 tested, 0.32% active | AID 1910;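 active = mean activation of at least 10% of the iron chelator positive control signal, with at least half of replicates also reaching 10%; inconclusive = mean and replicate majority disagree about reaching 10%; inactive = mean and most replicates under 10%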
aSyn UTR inh = 5' untranslated region of α-synuclein, MLPCN primary screen; alpha-synuclein 5'UTR reporter, inhibitor activity; 300,000 tested, 0.82% active; inhibition, % (tested at 7.5 µM); in the data active = inhibition above about 60%; inconclusive = no clear call, values can overlap the other calls;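 note: H4 neuroglioblastoma cells stably carrying SNCA 5'UTR luciferase fusion; 0% = DMSO wells and 100% = positive control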
HSP90 inh = blocks HSP90-mediated luciferase refolding in reticulocyte lysate. inhibition, % at 5.6 µM. 290,000 tested, 0.91% active. AID 1789. Rabbit reticulocyte lysate, luciferase refolding luminescence, 3 h;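 active = inhibition above the screen-wide mean plus 3 SD, computed separately per campaign, cut at about 16% in these data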;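 note: 0% = DMSO wells and 100% = 60 µM geldanamycin wells; inhibitors lower the luminescence because luciferase stays unfolded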
AI-2 QS modul = Vibrio harveyi AI-2 quorum sensing modulation | Vibrio harveyi JMH597 AI-2 luminescence/OD600 ratio, 9 h; active compounds read low; strain lacks LuxN and CqsS sensors; 0 = neutral-control median | activity change, % at 7.5 µM | 300,000 tested, 0.4% active | AID 2094; in the data active = activity change below about -75%, passing the limit was not always enough; inconclusive = no clear call, values can overlap the other calls;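 note: luminescence divided by OD600 gain over 9 h not by final OD600 alone; inactives centre near 13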
HDAC3 inhib = blocks human histone deacetylase 3; 320,000 tested, 0.15% active; recombinant HDAC3, fluorogenic peptide/trypsin coupled, fluorescence; AID 2718; inhibition, % at 8.3 µM; in the data active = inhibition above about 26%, passing the limit was not always enough; inconclusive = no clear call, values can overlap the other calls
Target sequence (O15379 whole entry, looked up): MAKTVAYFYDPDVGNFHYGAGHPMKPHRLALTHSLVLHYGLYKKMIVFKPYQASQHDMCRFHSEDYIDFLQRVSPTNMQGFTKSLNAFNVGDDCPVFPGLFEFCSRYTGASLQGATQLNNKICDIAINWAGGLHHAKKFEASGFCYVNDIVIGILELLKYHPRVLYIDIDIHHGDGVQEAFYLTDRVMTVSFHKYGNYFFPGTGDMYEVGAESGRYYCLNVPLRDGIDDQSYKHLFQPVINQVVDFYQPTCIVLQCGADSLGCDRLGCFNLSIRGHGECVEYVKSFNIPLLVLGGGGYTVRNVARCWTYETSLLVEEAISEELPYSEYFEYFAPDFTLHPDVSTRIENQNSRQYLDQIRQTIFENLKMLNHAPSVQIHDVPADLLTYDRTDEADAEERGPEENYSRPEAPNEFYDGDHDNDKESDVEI
Platelet DG rel = platelet dense granule release activity; human platelet-rich plasma, SFLLRN dense granule ATP release, luminescence; inhibition, %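 (compounds screened at 7.5 µM in platelet-rich plasma)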; 300,000 tested, 0.22% active;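 active = mean replicate score, as percent of positive control, at or above 50; inconclusive = mean below 50 but at least one replicate at or above 50; inactive = mean and every replicate below 50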
KLF5 inh = suppresses KLF5 promoter-driven expression; DLD-1 KLF5 promoter-luciferase reporter, luminescence; inhibition, % at 5 µM; 290,000 tested, 0.23% active; AID 1700;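 active = inhibition above a per-plate limit of that plate's mean compound inhibition plus 3 SD, cut at about 60% in these data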;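 note: 0% = DMSO wells and 100% = LY294002 at 200 µM; higher means less KLF5 promoter-driven luciferase light; inactives centre near -14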
HSF-1 act = increases HSF-1 driven luciferase reporter signal. NIH3T3-HGL HSF-1 luciferase reporter, MG132, 8 h; 100% = twice DMSO control signal. 300,000 tested, 1.7% active. activation, % at 9 µM. AID 504408;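 active = mean replicate activation of at least 50% with a set share of replicates each reaching 50%; inconclusive = only one of those two conditions met; inactive = mean below 50% and too few replicates reaching it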;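 note: 0% = median of the neutral control wells and 100% = twice that signal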
* marks the source's active call; other numbers are inactive results; ? = inconclusive; · = no result given.

structure	HSF1 inhib	IEC-6 tox	HIF activator	aSyn UTR inh	HSP90 inh	AI-2 QS modul	HDAC3 inhib	Platelet DG rel	KLF5 inh	HSF-1 act
Cc1cc([N+](=O)[O-])nn1CC(=O)N/N=C/c1ccccc1O	-3	6	1.7	-17	10	52	3	-3	18	-14
O=C(CSc1ccccn1)N1CCCC(Nc2ccccc2)C1 (stereo not drawn)	-5	-10	-6.5	10	0	14	·	10	4	11
Cc1cccc(NC(=S)N(Cc2cccc(Br)c2)CC2CCC(C(=O)O)CC2)c1 (stereo not drawn)	12	9	-0.6	13	4	34	?	3	11	15
CCCC1CCc2c(c3ccccc3[nH]c2=O)O1 (stereo not drawn)	3	-1	-0.3	8	2	-10	5	-1	-14	3
Cc1cc(Cl)c(OCCCCN2CCOCC2)c(Br)c1	-8	9	-0.2	13	-1	20	1	-21	-4	-7
CC(C)N(Cc1nc(-c2ccccc2)no1)C(=O)Cc1ccccc1	8	0	-0.2	8	-2	10	12	9	-6	12
COc1ccc(S(=O)(=O)Nc2ccc3c(c2)n(C)c(=O)n3C)cc1OC	-5	-2	-0.6	8	3	8	1	8	-25	-6
CC1(C)CC(=O)c2cnc(N3CCc4ccccc43)nc2C1	-12	6	5.4	-118	1	9	-7	14	-31	-25
Clc1ccc(C(c2nnnn2C2CCCC2)N2CCN(c3nc4ccccc4s3)CC2)cc1 (stereo not drawn)	5	1	0.0	12	-3	14	4	-4	-31	15
CN1CCN(c2cc(N3CCc4ccccc4C3)c(F)cc2[N+](=O)[O-])CC1	0	3	-0.1	-1	-4	12	8	-8	-36	-15
CCNC(=S)N1CCn2c(nc3ccccc32)C1	-7	6	0.0	21	3	27	-2	-7	-8	-15
O=c1c2ccccc2nc(COc2ccccc2)n1/N=C/c1ccco1	25	3	3.7	-86	1	15	1	0	-29	41
COC(=O)CCNCCSc1nnc(-c2ccco2)n1Cc1ccccc1	-2	-7	-0.4	8	1	6	·	19	-3	-9
N#Cc1ccc(N2C(=O)[C@@H]3C(C(=O)c4cnccn4)=NN[C@@H]3C2=O)cc1	-10	-1	-0.3	7	4	32	·	1	1	-1
CCC(=O)Oc1ccc2c(=O)c(-c3ccc4ccccc4n3)c(CC)oc2c1C	3	2	0.0	13	-2	4	·	10	0	-3
COc1cc(NC(=S)N2CCCC(CO)C2)c(OC)cc1Cl (stereo not drawn)	30	12	2.1	-18	1	9	19	0	-24	42
Cc1nnc(C)n1/N=C/c1c(O)ccc2ccccc12	-7	7	-5.8	-5	4	8	-5	0	-7	7
CC1(C)NC(=O)N(CCCCOc2ccccc2[N+](=O)[O-])C1=O	-4	1	-0.6	16	2	13	-2	0	-11	14
NC(=O)CN1CCN(C2CC(=O)N(CCc3ccccc3)C2=O)CC1 (stereo not drawn)	1	-5	0.2	-19	5	1	1	-6	-22	9
FC(F)(F)c1cc(Cl)c2nc(-c3ccccc3)cn2c1	22	5	2.6	-80	5	15	4	12	-81	?
O=C(Nc1cccc(C(F)(F)F)c1)C1C2CC3OC(=O)C1C3C2 (stereo not drawn)	-2	-2	0.3	-6	0	7	0	9	-1	-4
CCCN1CCC(=O)N([C@H](CSc2ccccc2)c2ccccc2)CC1	5	1	1.3	-72	5	21	4	-3	-73	4
COc1ccc(OC)c(-c2cc(C(=O)N3CCCc4ccccc43)no2)c1	1	1	-0.5	6	-2	0	-1	-9	-8	9
Cn1nc(-c2ccc(Cl)cc2)c2cc(C(=O)NCC3CCCO3)sc21 (stereo not drawn)	14	2	·	-53	1	6	-15	31	7	31
N#Cc1cc(C(=O)c2cc(Cl)ccc2O)cn(-c2ccccc2)c1=O	3	3	-0.2	28	-1	14	?	-3	-20	16

Entries listed so far with a furan ring, fused or not:
structure	HSF1 inhib	IEC-6 tox	HIF activator	aSyn UTR inh	HSP90 inh	AI-2 QS modul	HDAC3 inhib	Platelet DG rel	KLF5 inh	HSF-1 act
O=c1c2ccccc2nc(COc2ccccc2)n1/N=C/c1ccco1	25	3	3.7	-86	1	15	1	0	-29	41
COC(=O)CCNCCSc1nnc(-c2ccco2)n1Cc1ccccc1	-2	-7	-0.4	8	1	6	·	19	-3	-9

Only AI-2 QS modul, HDAC3 inhib and Platelet DG rel, for some of the entries so far:
Compound,AI-2 QS modul,HDAC3 inhib,Platelet DG rel
CN1CCN(c2cc(N3CCc4ccccc4C3)c(F)cc2[N+](=O)[O-])CC1,12,8,-8
O=C(CSc1ccccn1)N1CCCC(Nc2ccccc2)C1 (stereo not drawn),14,·,10
Cc1cc([N+](=O)[O-])nn1CC(=O)N/N=C/c1ccccc1O,52,3,-3
CC1(C)NC(=O)N(CCCCOc2ccccc2[N+](=O)[O-])C1=O,13,-2,0
N#Cc1cc(C(=O)c2cc(Cl)ccc2O)cn(-c2ccccc2)c1=O,14,?,-3

Next part
structure	HSF1 inhib	IEC-6 tox	HIF activator	aSyn UTR inh	HSP90 inh	AI-2 QS modul	HDAC3 inhib	Platelet DG rel	KLF5 inh	HSF-1 act
CS(=O)(=O)N1CCC(C(=O)N2CCN(C(c3ccccc3)c3ccccc3)CC2)CC1	-3	2	0.5	5	1	16	2	6	-1	-3
C=CCn1c(SCC(=O)NC2CCCCC2)nnc1C1CCCCC1	1	7	0.0	20	5	11	14	6	0	-8
COc1ccc(-c2ccc(CCC(=O)O)n2NC(N)=O)cc1	-3	2	-0.1	9	2	9	-1	4	-4	-18
CCOc1ccc(CCNC(=O)C(CC)n2nc(C)n3c(cc4sccc43)c2=O)cc1OCC (stereo not drawn)	2	-5	-0.2	21	14	17	-5	-2	-19	1
CC(=O)c1c(C)[nH]c(C(=O)OC2CCCCC2=O)c1C (stereo not drawn)	5	4	-0.2	-19	0	17	8	10	-39	1
Fc1ccc(-c2n[nH]c(=S)c3ccccc23)cc1	7	10	-0.6	33	2	17	-1	-2	-9	-5
CC(C)=C1SC(N2CCOCC2)=NC1=O	2	3	0.0	-34	2	36	-8	-7	-47	-1
COc1ccc(-c2nn(-c3ccccc3)cc2C#N)cc1	12	2	3.0	-126	0	-3	-6	5	-106	32
CCNc1sc(C(=O)c2cccs2)c(N)c1-c1nc2ccccc2s1	11	3	0.5	16	-2	19	-5	1	-146	37
O=C(CSc1nnc(C2CC2)n1-c1ccccc1)NCc1ccco1	-14	-2	-0.1	-15	7	23	-10	-30	-22	-13
COc1cc(=O)[nH]c(SC(C)C(=O)Nc2cc(C)on2)n1 (stereo not drawn)	9	-1	-0.2	-4	1	20	1	1	-1	45
CC(C)Cc1cc(C(=O)Nc2cc(Br)ccc2O)no1	5	-5	3.0	-135	-8	13	11	-1	-34	13
CCOC(=O)C1CCCN(c2c(N3CCOCC3)c(=O)c2=O)C1 (stereo not drawn)	-5	3	-0.4	2	-2	4	9	-5	-9	5
CCN(CC(=O)Nc1c(F)cccc1F)C(=O)Cc1ccccc1	-1	0	-0.4	9	3	14	-4	0	-18	5
Cc1cc(C(F)(F)F)nc(SCC(=O)Nc2ccccc2)n1	-10	0	-0.4	27	0	6	-4	1	-13	-30
CN(Cc1c(F)cccc1Cl)C(=O)c1cccc(S(=O)(=O)NCc2ccccc2)c1	6	·	-0.1	12	·	10	-2	19	·	7
CC(NC(=O)COC(=O)CCc1ccc(S(=O)(=O)N2CCOCC2)cc1)C1CC2CCC1C2 (stereo not drawn)	-7	0	-1.3	6	0	14	-1	7	6	-5
Cc1ccc(CN2C(=O)CCSc3ccc(Cl)cc32)cc1	17	5	0.1	8	3	-1	5	-6	-27	43
O=S(=O)(c1ccc(NC(=S)N2CCN(c3ccccc3F)CC2)cc1)N1CCOCC1	3	0	-0.1	-2	3	17	0	3	-22	6
CCCCN(C(=O)C1CC(=O)N(Cc2ccc(C)cc2)C1)c1c(N)n(CCCC)c(=O)[nH]c1=O (stereo not drawn)	1	·	-2.6	5	·	15	-3	5	·	1
Cc1nn(CC(C)C)c(Cl)c1C(=O)N(C)CC(=O)Nc1c(Cl)cccc1Cl	-1	-1	-0.1	9	0	17	2	-10	-4	7
COC(=O)c1ccc(/C=C(\C#N)c2nc3ccccc3s2)cc1	10	6	0.5	-44	4	28	2	11	-21	22
CC(C)C(c1nnnn1Cc1ccccc1)N1CCN(Cc2ccco2)CC1 (stereo not drawn)	0	-2	-0.2	20	1	11	2	11	-7	2
COc1ccc(S(=O)(=O)N2CCCCC2)cc1NC(=O)Cc1c[nH]c2ccccc12	1	11	-1.3	21	6	32	4	-6	-7	12
CCOC(=O)C(O)(CC(=O)Nc1ccc(Cl)cc1Cl)C(F)(F)F (stereo not drawn)	-8	-2	-0.4	0	3	24	4	4	-36	-23

A draw from above in order of formula weight, high to low.
structure	HSF1 inhib	IEC-6 tox	HIF activator	aSyn UTR inh	HSP90 inh	AI-2 QS modul	HDAC3 inhib	Platelet DG rel	KLF5 inh	HSF-1 act
CCN(CC(=O)Nc1c(F)cccc1F)C(=O)Cc1ccccc1	-1	0	-0.4	9	3	14	-4	0	-18	5
Cc1cc(C(F)(F)F)nc(SCC(=O)Nc2ccccc2)n1	-10	0	-0.4	27	0	6	-4	1	-13	-30
COc1ccc(-c2ccc(CCC(=O)O)n2NC(N)=O)cc1	-3	2	-0.1	9	2	9	-1	4	-4	-18

Next compounds.
structure	HSF1 inhib	IEC-6 tox	HIF activator	aSyn UTR inh	HSP90 inh	AI-2 QS modul	HDAC3 inhib	Platelet DG rel	KLF5 inh	HSF-1 act
CC1COc2ccccc2N1S(=O)(=O)c1cc(Cl)ccc1Cl (stereo not drawn)	-5	2	-1.0	11	-2	14	1	0	12	-3
O=C(Nc1ccccc1)c1ccc2ccccc2n1	18	12	3.7	-178	6	24	-6	1	-4	20
CCN1C(=NCCOC)N[C@@H](CCc2ccccc2)[C@H](C(=O)OC)[C@H]1C	3	-3	0.1	-32	-3	2	0	-11	-19	2
CC1(C)OC1COc1c2ccoc2cc2oc(=O)ccc12 (stereo not drawn)	-8	-1	-1.1	-8	-1	19	-1	-8	-47	-3
O=C(CCc1ccccc1)NNC(=O)C1CCCCC1	-4	2	-0.2	6	-2	25	0	-4	-26	4
Cc1ccc(NS(=O)(=O)c2ccc(NC(=O)c3ccccc3C(=O)O)cc2)cc1C	0	·	0.5	-11	·	13	-6	-7	·	4

Some of these compounds in order of their number in HDAC3 inhib, rising.
molecule	HDAC3 inhib
CC1(C)CC(=O)c2cnc(N3CCc4ccccc43)nc2C1	-7
CC1(C)NC(=O)N(CCCCOc2ccccc2[N+](=O)[O-])C1=O	-2
COc1ccc(OC)c(-c2cc(C(=O)N3CCCc4ccccc43)no2)c1	-1
CCCN1CCC(=O)N([C@H](CSc2ccccc2)c2ccccc2)CC1	4
CCOC(=O)C1CCCN(c2c(N3CCOCC3)c(=O)c2=O)C1 (stereo not drawn)	9

No enrichment for hits (roughly 5% active in at least one column).
